Source: PubChem BioAssay (several laboratories)
Large T inhibition – SV40 large T antigen inhibitors, biochemical (AID 1903); SV40 large T antigen ATPase/helicase inhibition assay; higher % means a stronger effect; one-dose inhibition, % at 20 µM; IC50 in µM for titrated hits; 310,000 tested, 0.39% active; in the data active = a potency from the dose series; inconclusive = inhibition mostly from about 32% at the one dose, without a potency; inactive = the rest, 99 in 100 with inhibition below about 32%; also: strong numbers were not always called active
GPR55 activation – GPR55 agonists via beta-arrestin recruitment, primary screen, imaging, U2OS cells, beta-arrestin-GFP redistribution (AID 1961). G-protein coupled receptor 55 (Homo sapiens). U2OS GPR55 beta-arrestin-GFP redistribution imaging; higher % means a stronger effect. one-dose activation, % at 10 µM; EC50 in µM for titrated hits. 290,000 tested, 0.048% active;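 active = activation above 40% with more than 50 cells counted in the well; inconclusive = wells holding fewer than 50 cells, flagged as toxic or sparse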;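 also: U2OS osteosarcoma cells stably expressing GPR55 and beta-arrestin-GFP; plate controls were DMSO negative control for no effect and LPI positive control for full effect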
GPR55 LPI antagonism – GPR55 antagonists blocking LPI-driven arrestin recruitment, primary screen, imaging, U2OS, beta-arrestin-GFP, LPI agonist (AID 2013) | G-protein coupled receptor 55 (Homo sapiens) | U2OS GPR55 beta-arrestin-GFP translocation imaging, LPI antagonism; higher % means a stronger effect | one-dose inhibition, % at 10 µM; IC50 in µM for titrated hits | 290,000 tested, 0.13% active;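 active = spots per cell inhibited over 60%, with over 100 cells counted and total cytoplasm intensity under 500,000; inconclusive = wells with under 100 cells, flagged as likely toxic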;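 also: U2OS cells stably carrying GPR55 and arrestin-GFP stimulated by 5 µM LPI near EC80; imaged beta-arrestin-GFP aggregate spots per cell after agonist stimulation; plate controls were LPI-stimulated DMSO wells for no effect and DMSO wells without LPI for full effect; some results filed as inactive read as strong as hits; confirmed hits need IC50 under 10 µM and bright autofluorescent wells are also inconclusive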
GPR35 antagonists – GPR35 antagonists blocking zaprinast-driven arrestin recruitment, primary screen, imaging, U2OS, beta-arrestin-GFP, zaprinast agonist (AID 2058) | U2OS GPR35 beta-arrestin-GFP translocation imaging, zaprinast antagonism; higher % means a stronger effect | inhibition, % at 10 µM; hits with a dose series show IC50 in µM | 290,000 tested, 0.052% active;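 active = inhibition of at least 50% with at least 30 cells and total cytoplasm GFP at most 10,000,000; inconclusive = under 30 cells or total GFP of 10,000,000 plus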
AID2073 – inhibitors of Mint1-CaV2.2 protein interaction, biochemical, HTRF (AID 2073). HTRF protein-protein interaction, Mint1-CaV2.2; higher % means a stronger effect. 290,000 tested, 0.19% active. Voltage-dependent N-type calcium channel subunit alpha-1B (Homo sapiens). inhibition, % at 20 µM; hits with a dose series show IC50 in µM; in the data active = inhibition mostly above about 51%, no sharp cut-off; inconclusive = no clear call, values can overlap the other calls; inactive = mostly below about 53%; also: some results filed as inactive read as strong as hits
NTR1 agonist – agonists of NTR1, primary screen, imaging, U2OS cells, beta-arrestin-GFP, high content (AID 493036) | Neurotensin receptor type 1 (Homo sapiens), P30989 | NTR1-U2OS beta-arrestin-GFP spot imaging, agonist mode | activation, % at 20 µM | 330,000 tested, 0.17% active;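 active = activation at or above 40% of the spot to cytoplasm intensity ratio, with at least 20 cells analyzed; inconclusive = wells under 20 cells, flagged as cytotoxic or low count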;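 also: 0% = DMSO without peptide and 100% = 100 nM NTR1 peptide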
Target sequence (P30989 whole entry, looked up): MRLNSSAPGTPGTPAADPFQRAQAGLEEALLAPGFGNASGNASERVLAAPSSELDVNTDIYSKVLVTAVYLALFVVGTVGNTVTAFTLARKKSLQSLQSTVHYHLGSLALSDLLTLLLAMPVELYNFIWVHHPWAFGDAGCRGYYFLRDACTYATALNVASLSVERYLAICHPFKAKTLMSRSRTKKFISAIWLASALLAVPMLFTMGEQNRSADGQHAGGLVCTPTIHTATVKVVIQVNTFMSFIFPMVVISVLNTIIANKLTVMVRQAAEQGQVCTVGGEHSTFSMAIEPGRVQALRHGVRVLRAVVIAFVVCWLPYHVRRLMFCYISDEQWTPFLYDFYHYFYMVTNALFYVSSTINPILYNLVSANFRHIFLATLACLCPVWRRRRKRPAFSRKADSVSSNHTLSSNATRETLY
Rac1 GTP hydrolysis – MgcRacGAP GTPase-activating activity inhibitors, confirmation, biochemical, ADP Hunter fluorescence. Rac GTPase-activating protein 1 (Homo sapiens). 340,000 tested, 0.6% active. MgcRacGAP-stimulated Rac1 GTP hydrolysis, ADP Hunter fluorescence; higher % means a stronger effect; GST-tagged Rac1 F28L mutant substrate. inhibition, % at 30 µM; hits with a dose series show IC50 in µM;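 active = first-screen hits whose inhibition reached a set limit at any dose in the follow-up dose series; inconclusive = inhibition above the set first-screen limit but never retested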;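 also: fluorescence reports GDP produced by GAP-driven GTP hydrolysis; strong numbers were not always called active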
NS5 inhibitors – Dengue-2 NS5 methyltransferase inhibitors, primary screen, biochemical, confirmation dose response (AID 588689) | Dengue-2 NS5 methyltransferase capping enzyme assay, biochemical; higher % means a stronger effect | inhibition, % at 25 µM; hits with a dose series show IC50 in µM | 340,000 tested, 0.3% active | Genome polyprotein (Dengue virus type 2 (strain 16681-PDK53)); in the data active = a potency from the dose series; inconclusive = inhibition above about 29% without an active follow-up result
Yfh1-depleted yeast – enhancers of respiration in Yfh1-depleted yeast, dose response, Friedreich's ataxia, plus single-dose screen (AID 1465); S. cerevisiae Yfh1-off respiration, WST-1 reduction, 72 h; higher fold induction means a stronger effect; fold induction at 50 µM; hits with a dose series show EC50 in µM; 220,000 tested, 0.074% active;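 active = fold induction of absorbance versus untreated yeast above a set limit, then at least 30% activation at any dose in follow-up; inconclusive = repeats straddling the limit, or above it without dose testing; inactive = fold induction below the set limit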;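 also: activators that raise dye reduction in frataxin-depleted yeast; strong numbers were not always called active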
NTR1 agonist cell count 20 µM – recorded beside NTR1 agonist, whose call it bears; cell count; measured here: cell count, cytotoxicity flag
An asterisk follows results filed as active.

How did O=C(COc1ccc(S(=O)(=O)NC2CCCCC2)cc1)N1CCN(c2cccc(Cl)c2)CC1 do in these assays?
Large T inhibition: -2%; GPR55 activation: 0.0%; GPR55 LPI antagonism: -12%; GPR35 antagonists: -4%; AID2073: 4%; NTR1 agonist: 10; Rac1 GTP hydrolysis: 6%; NS5 inhibitors: -4%; Yfh1-depleted yeast: inactive; NTR1 agonist cell count 20 µM: 46

Results for Cc1ccc(C(=O)NN2C(=O)c3ccc(S(=O)(=O)c4ccc(C(=O)O)cc4)cc3C2=O)cc1 ?
Large T inhibition: 6%; GPR55 activation: 0.2%; GPR55 LPI antagonism: 15%; GPR35 antagonists: -10%; AID2073: 12%; NTR1 agonist: -0.6; Rac1 GTP hydrolysis: 8%; NS5 inhibitors: -6%; Yfh1-depleted yeast: inactive; NTR1 agonist cell count 20 µM: 38

What do the screens show for `COc1ccccc1CNC(=O)COC(=O)c1ccc(S(=O)(=O)N2CCCC2)cc1`?
Large T inhibition: 4%; GPR55 activation: -0.1%; GPR55 LPI antagonism: -10%; GPR35 antagonists: 7%; AID2073: 8%; NTR1 agonist: -1.4; Rac1 GTP hydrolysis: 3%; NS5 inhibitors: -3%; Yfh1-depleted yeast: inactive; NTR1 agonist cell count 20 µM: 52

What do the screens show for `O=C(NCC1CCCN1S(=O)(=O)c1ccccc1)C(=O)NC1CC1` (stereo unspecified)?
Large T inhibition: 7%; NTR1 agonist: 0.8; Rac1 GTP hydrolysis: 3%; NS5 inhibitors: -6%; NTR1 agonist cell count 20 µM: 56

How did COc1cc(C)ccc1OCc1cc(C(=O)N2CCCCCCC2)no1 do in these assays?
Large T inhibition: 13%; GPR55 activation: 0.0%; GPR55 LPI antagonism: 2%; GPR35 antagonists: -1%; AID2073: -2%; NTR1 agonist: 0.3; Rac1 GTP hydrolysis: 3%; NS5 inhibitors: -10%; NTR1 agonist cell count 20 µM: 78

Results for C/C=C/c1ccc(OCCOCCOc2cccc3cccnc23)c(OC)c1 ?
Large T inhibition: -40%; GPR55 activation: -0.1%; GPR55 LPI antagonism: 11%; GPR35 antagonists: 4%; AID2073: 0%; NTR1 agonist: 3.6; Rac1 GTP hydrolysis: 6%; NS5 inhibitors: -4%; Yfh1-depleted yeast: inactive; NTR1 agonist cell count 20 µM: 55

What do the screens show for `FC(F)(F)c1cccc(NC(=S)Nc2ccc(Cl)c(Cl)c2)c1`?
Large T inhibition: 3%; GPR55 activation: 0.1%; GPR55 LPI antagonism: -4%; GPR35 antagonists: 1%; AID2073: -24%; NTR1 agonist: 8.5; Yfh1-depleted yeast: inactive; NTR1 agonist cell count 20 µM: 43

What do the screens show for `CCCCCCCCNC(=O)/C(C#N)=C/c1ccc2c(c1)OCCO2`?
Large T inhibition: 17%; GPR55 activation: -0.3%; GPR55 LPI antagonism: 3%; GPR35 antagonists: 6%; AID2073: 0%; NTR1 agonist: 2.0; Rac1 GTP hydrolysis: 10%; NS5 inhibitors: 2%; Yfh1-depleted yeast: inactive; NTR1 agonist cell count 20 µM: 82

How did CN1CCN(C(=O)c2ccc(N3CCCC3=O)cc2)CC1 do in these assays?
Large T inhibition: 1%; GPR55 activation: 0.2%; GPR55 LPI antagonism: -15%; GPR35 antagonists: 13%; AID2073: 28%; NTR1 agonist: -1.4; Rac1 GTP hydrolysis: 2%; NS5 inhibitors: -6%; Yfh1-depleted yeast: inactive; NTR1 agonist cell count 20 µM: 70

What do the screens show for `Cc1ccc(/C=N/n2c(-c3cccc(Cl)c3)n[nH]c2=S)o1`?
Large T inhibition: 15%; GPR55 activation: 0.0%; GPR55 LPI antagonism: 2%; GPR35 antagonists: 12%; AID2073: -53%; NTR1 agonist: -0.1; Yfh1-depleted yeast: inactive; NTR1 agonist cell count 20 µM: 35

What do the screens show for `c1ccc(-c2nnc(SCC3CCCCO3)nc2-c2ccccc2)cc1` (stereo unspecified)?
Large T inhibition: 12%; GPR55 activation: -0.2%; GPR55 LPI antagonism: 13%; GPR35 antagonists: -8%; AID2073: -5%; NTR1 agonist: 2.9; Rac1 GTP hydrolysis: 4%; NS5 inhibitors: -3%; Yfh1-depleted yeast: inactive; NTR1 agonist cell count 20 µM: 50

What do the screens show for `O=C(c1ccc(NS(=O)(=O)c2cccc(F)c2)cc1)N1CCCCC1`?
Large T inhibition: 2%; GPR55 activation: -0.1%; GPR55 LPI antagonism: 10%; GPR35 antagonists: 3%; AID2073: 1%; NTR1 agonist: 1.2; Rac1 GTP hydrolysis: 8%; NS5 inhibitors: -6%; NTR1 agonist cell count 20 µM: 52

What do the screens show for `COc1ccc(OCc2cc(C(=O)NCC(C)Oc3cccnc3)no2)c(Cl)c1` (stereo unspecified)?
Large T inhibition: 9%; GPR55 activation: -0.1%; GPR55 LPI antagonism: 0%; GPR35 antagonists: -4%; AID2073: -1%; NTR1 agonist: 0.3; Rac1 GTP hydrolysis: 6%; NS5 inhibitors: 0%; NTR1 agonist cell count 20 µM: 64

Results for CCN(CC)C(=O)C(Sc1nnnn1-c1ccc(O)cc1)c1ccccc1 (stereo unspecified) ?
Large T inhibition: 9%; GPR55 activation: -0.1%; GPR55 LPI antagonism: -10%; GPR35 antagonists: -8%; AID2073: 8%; NTR1 agonist: 2.6; Rac1 GTP hydrolysis: 4%; NS5 inhibitors: -8%; NTR1 agonist cell count 20 µM: 51

What do the screens show for `O=C1CCCC2=C1C(c1ccco1)Nc1ccc3ccccc3c12` (stereo unspecified)?
Large T inhibition: inconclusive; GPR55 activation: -0.1%; GPR55 LPI antagonism: 14%; GPR35 antagonists: -4%; AID2073: 23%; NTR1 agonist: 1.4; Rac1 GTP hydrolysis: 31%; NS5 inhibitors: 49%; Yfh1-depleted yeast: inactive; NTR1 agonist cell count 20 µM: 32

Results for C=CCn1c(=O)[nH]c2nc3cc(N=CN(C)C)c(C)cc3nc2c1=O ?
Large T inhibition: 19%; GPR55 activation: -0.1%; GPR55 LPI antagonism: 14%; GPR35 antagonists: -7%; AID2073: 49%; NTR1 agonist: 2.4; Rac1 GTP hydrolysis: 13%; NS5 inhibitors: inconclusive; Yfh1-depleted yeast: inactive; NTR1 agonist cell count 20 µM: 74

How did O=C1Nc2c(c(=O)[nH]c(=O)n2-c2ccc(F)cc2)C1(NS(=O)(=O)c1ccccc1)C(F)(F)F (stereo unspecified) do in these assays?
Large T inhibition: 0%; GPR55 activation: 0.8%; GPR55 LPI antagonism: 3%; GPR35 antagonists: -6%; AID2073: 2%; NTR1 agonist: 2.5; Rac1 GTP hydrolysis: 16%; NS5 inhibitors: 4%; Yfh1-depleted yeast: inactive; NTR1 agonist cell count 20 µM: 74

Results for O=C(Oc1ccc(Br)cc1)c1n[nH]c(=O)c2ccccc12 ?
Large T inhibition: 3%; GPR55 activation: -0.2%; GPR55 LPI antagonism: 10%; GPR35 antagonists: 10%; AID2073: -8%; NTR1 agonist: -0.4; Rac1 GTP hydrolysis: -2%; NS5 inhibitors: -2%; Yfh1-depleted yeast: inactive; NTR1 agonist cell count 20 µM: 51

Results for Cc1noc(C)c1C(=O)NC1=NCCS1 ?
Large T inhibition: -2%; GPR55 activation: -0.1%; GPR55 LPI antagonism: -20%; GPR35 antagonists: -1%; AID2073: 11%; NTR1 agonist: -1.8; Rac1 GTP hydrolysis: -3%; NS5 inhibitors: -3%; NTR1 agonist cell count 20 µM: 57

What do the screens show for `Cc1ccc(C(CC(=O)NCCCN(C)C)c2ccc(OC(C)C)cc2)cc1` (stereo unspecified)?
Large T inhibition: 0%; GPR55 activation: -0.1%; GPR55 LPI antagonism: 1%; GPR35 antagonists: 5%; AID2073: -31%; NTR1 agonist: 0.3; Rac1 GTP hydrolysis: 9%; NS5 inhibitors: -10%; Yfh1-depleted yeast: inactive; NTR1 agonist cell count 20 µM: 54

Results for COc1ccc(NC(=O)CSc2c3c(nc4cc(Cl)ccc24)CCCC3)cc1OC ?
Large T inhibition: 13%; GPR55 activation: 1.6%; GPR55 LPI antagonism: 14%; GPR35 antagonists: -8%; AID2073: 2%; NTR1 agonist: 5.2; Rac1 GTP hydrolysis: 10%; NS5 inhibitors: -1%; Yfh1-depleted yeast: inactive; NTR1 agonist cell count 20 µM: 51

How did COc1ccc(Cl)cc1S(=O)(=O)N1CCN(Cc2ccc3c(c2)OCO3)CC1 do in these assays?
Large T inhibition: 1%; GPR55 activation: -0.1%; GPR55 LPI antagonism: -2%; GPR35 antagonists: 3%; AID2073: -6%; NTR1 agonist: 2.2; Rac1 GTP hydrolysis: 8%; NS5 inhibitors: -5%; Yfh1-depleted yeast: inactive; NTR1 agonist cell count 20 µM: 81

What do the screens show for `O=C(Cn1cccc1)Nc1ccc(F)cc1F`?
Large T inhibition: -14%; GPR55 activation: -0.1%; GPR55 LPI antagonism: 12%; GPR35 antagonists: -6%; AID2073: 1%; NTR1 agonist: 1.9; Rac1 GTP hydrolysis: 6%; NS5 inhibitors: -2%; Yfh1-depleted yeast: inactive; NTR1 agonist cell count 20 µM: 76

How did Cc1nnc(SCC(=O)N2CCc3ccccc32)s1 do in these assays?
Large T inhibition: -1%; GPR55 activation: 0.1%; GPR55 LPI antagonism: 7%; GPR35 antagonists: 4%; AID2073: 4%; NTR1 agonist: -1.1; Rac1 GTP hydrolysis: 2%; NS5 inhibitors: -2%; Yfh1-depleted yeast: inactive; NTR1 agonist cell count 20 µM: 51

How did O=C(Nc1ccccn1)C1CCN(S(=O)(=O)c2cccs2)CC1 do in these assays?
Large T inhibition: 7%; GPR55 activation: -0.2%; GPR55 LPI antagonism: 0%; GPR35 antagonists: 9%; AID2073: 1%; NTR1 agonist: 0.0; Rac1 GTP hydrolysis: 6%; NS5 inhibitors: 0%; Yfh1-depleted yeast: inactive; NTR1 agonist cell count 20 µM: 50
